Compound activity (PubChem BioAssay)
D2 agonist – activates the human D2 dopamine receptor; HEK293 T-REx D2 cells, calcium flux agonist mode; AID 485358; hit rate 0.53% among 340,000; activation, % at 2 µM;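 active = activation over 3 SD above normal in the single-dose calcium agonist read, cut at about 30% in these data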; also: 0% is about no effect
Target sequence (P14416 whole entry, looked up): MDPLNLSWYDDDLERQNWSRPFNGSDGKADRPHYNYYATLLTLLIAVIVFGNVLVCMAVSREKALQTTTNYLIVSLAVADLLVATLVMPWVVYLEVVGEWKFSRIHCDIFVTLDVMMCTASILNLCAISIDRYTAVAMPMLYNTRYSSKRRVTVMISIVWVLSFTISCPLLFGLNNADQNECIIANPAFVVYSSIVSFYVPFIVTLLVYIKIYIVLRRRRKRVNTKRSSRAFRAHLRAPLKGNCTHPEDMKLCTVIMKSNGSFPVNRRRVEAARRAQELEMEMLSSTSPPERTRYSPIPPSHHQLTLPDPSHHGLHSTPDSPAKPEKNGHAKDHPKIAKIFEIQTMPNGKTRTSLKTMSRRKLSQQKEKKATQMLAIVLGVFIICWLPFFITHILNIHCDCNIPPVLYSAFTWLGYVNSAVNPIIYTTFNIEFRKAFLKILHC
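Agonism scored from kinetic calcium signal (1 read/sec, 180 s) following compound pin transfer, after a 10 s baseline. Cells: HEK293 Trex line expressing inducible D2 receptor coupled to calcium, dye-loaded after overnight culture at 30 C.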
TRHR PAM – allosterically enhances the human TRH receptor | TRHR cells, fluo-8 calcium fluorescence, EC20 TRH enhancement | enhancement, % at 2 µM | hit rate 0.66% among 360,000 | AID 493056; in the data active = enhancement above about 30%; also: 0% is about no effect
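Enhancer read-out: after compound pinning and an initial kinetic agonist-mode read, an EC20 of TRH (10 nM final) was injected and fluo-8 calcium signal (Ex 480/Em 530) followed at 1 s/cycle for 100 cycles in TRHR-expressing cells.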
TRHR ag – TRH receptor (human) agonism | hit rate 0.18% among 360,000 | activation, % at 2 µM | AID 493084 | TRHR cells, calcium flux fluo-8, FDSS agonist mode; also: 0% is about no effect
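TRHR-expressing cells, plated overnight in medium with 10% serum, were loaded with fluo-8 calcium dye at room temperature. After a 10 s baseline, library compound was pin-added and calcium release was recorded kinetically (ex 480/em 530) as agonist response.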
D1 agonist – agonists of human D1 dopamine receptor | AID 504660 | hit rate 1% among 360,000 | HEK293 T-REx D1 cells, calcium flux, agonist mode | activation, % at 2 µM | P21728; also: 0% is about no effect
Target sequence (P21728 whole entry, looked up): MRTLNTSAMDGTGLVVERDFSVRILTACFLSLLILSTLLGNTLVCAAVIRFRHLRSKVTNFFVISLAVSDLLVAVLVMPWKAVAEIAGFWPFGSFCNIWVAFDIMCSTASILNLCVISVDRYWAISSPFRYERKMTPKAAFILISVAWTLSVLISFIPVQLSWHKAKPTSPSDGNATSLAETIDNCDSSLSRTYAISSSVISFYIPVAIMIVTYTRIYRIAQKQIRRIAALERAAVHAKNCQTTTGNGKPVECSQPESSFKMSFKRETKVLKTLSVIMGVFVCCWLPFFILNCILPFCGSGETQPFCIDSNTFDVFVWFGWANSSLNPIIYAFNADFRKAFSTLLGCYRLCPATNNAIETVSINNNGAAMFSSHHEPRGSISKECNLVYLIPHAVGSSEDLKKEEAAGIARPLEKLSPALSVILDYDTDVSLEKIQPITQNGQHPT
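Tetracycline-induced HEK293 TREx D1 cells, force-coupled to calcium signalling, were dye-loaded with a no-wash calcium kit. Compound was pin-added after a 10 s baseline. Fluorescence was read kinetically at 1 cycle/s for 180 s, with calcium rises flagged as agonism.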
RXFP1 antagonist – blocks the human relaxin receptor RXFP1 | Q9HBX9 | HEK293-RXFP1, relaxin-stimulated cAMP HTRF, 30 min; hits give low values | activity change, negative = inhibition, % at 57.5 µM | hit rate 0.59% among 350,000;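 active = activity change of -60% or lower, but not beyond a set lower limit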; also: % is scaled to controls: 0 for no effect and ±100 for the full control effect
D1 PAM – enhances dopamine response at the human D1 receptor; P21728; HEK293 TREx D1 cells, calcium flux, dopamine EC20 potentiation; potentiation, % at 10 µM; hit rate 0.036% among 360,000; AID 504651; in the data active = potentiation above about 30%; also: 0% is about no effect
D2 antag – D2 dopamine receptor (human) antagonism; hit rate 2% among 340,000; inhibition, % at 10 µM; P14416; HEK293 TREx D2 cells, calcium flux, dopamine EC80; in the data active = inhibition above about 30%; also: 0% is about no effect
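Calcium mobilization kinetics were recorded at 1 s intervals in tetracycline-induced HEK293 T-REx D2 cells, first for 180 s after compound addition and then 180 s after EC80 dopamine.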
D1 antagonist – human D1 dopamine receptor antagonism; P21728; HEK293 TREx D1 cells, calcium flux, dopamine EC80; hits give low values; activity change, negative = inhibition, % at 10 µM; hit rate 3.2% among 360,000; in the data active = activity change below about -30%; also: % is scaled to controls: 0 for no effect and ±100 for the full control effect
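Calcium flux readout: force-coupled, inducible Hek293 Trex D1 line, cells induced overnight at 30 C with tetracycline, dye-loaded 30–90 min at RT. Antagonism scored against EC80 dopamine challenge given 180 s after compound.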
D2 potentiator – positive allosteric modulators of human D2 dopamine receptor | P14416 | HEK293 T-REx D2, calcium flux, EC20 dopamine potentiation | potentiation, % at 10 µM | hit rate 0.34% among 340,000 | AID 485347;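 active = potentiation over 3 SD above the plate norm, cut at about 30% in these data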; also: 0% is about no effect
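Tetracycline-induced HEK293 T-REx cells force-coupled to calcium signalling expressed D2; compounds were pin-added after a 10 s baseline, read kinetically 180 s, then an EC20 dopamine challenge followed with a further 180 s calcium read.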
Numbers without * were called inactive; · = not tested or not shown; & = joins results of further samples. Rule as the data show it, unless noted: active = activation above about 30%; inactive = the rest.

Order of results: D2 agonist, TRHR PAM, TRHR ag, D1 agonist, RXFP1 antagonist, D1 PAM, D2 antag, D1 antagonist, D2 potentiator
> CCC1C(=O)N=C(SCC(=O)Nc2ccccc2)NC1=O (stereo not drawn)
  0.2, 1, 0.7, -1, 4, -4, -7, 4, -6
> CCC(C)NC(=O)Cn1cnc2sc(C)c(S(=O)(=O)N3CCN(c4ccccc4OC)CC3)c2c1=O (stereo not drawn)
  2.7&-0.1, 6&9, 0.3&-0.3, 1&5, -18&-13, 2&-1, -11, -1&2, -2&7
> Cc1nc(C)c(-c2csc(Nc3ncccc3C)n2)s1
  0.2, 2, -0.4, 0, 2, 6, 11, 1, -7
> Cc1ccc2cc(C#N)c(SCC(=O)NCc3ccco3)nc2c1
  -0.4, 2, 0.6, 3, -8, 0, 3, -7, 19
> COc1ccc(Cn2c(-c3ccc(OC)cc3)n[nH]c2=S)cc1
  -1.2, 0, 0.3, 2, -17, 3, -11, 11, -5
> Cc1ccc(CN2CCC(c3nc4ccc(Cl)cc4[nH]3)CC2)cc1
  -0.4, 7, 0.8, 19, -24, -6, 87*, -31*, -15
> O=C(NCCc1c[nH]c2ccccc12)/C(=C\c1cccnc1)NC(=O)c1ccco1
  ·, 0, 0.3, 1, 10, -1, ·, 3, ·
> CCCCN1C(=O)c2[nH]nc(-c3ccccc3O)c2C1c1cc(Br)c(O)c(OC)c1 (stereo not drawn)
  4.7, -4, -0.2, 0, -89*, -2, ·, -15, 10
> O=C(CCC(NC(=O)OCc1ccccc1)C(=O)OCC(=O)N1CCCCC1)OCC(=O)N1CCCCC1 (stereo not drawn)
  0.2, -4, -0.1, -2, -15, -5, 9, 10, 8
> Cc1ccc2nc(/C(C#N)=C\c3ccc(Oc4ccc(C(F)(F)F)cc4[N+](=O)[O-])cc3)[nH]c2c1
  ·, 6, 0.1, 8, 0, -4, ·, -24, ·
> Cc1ccc2c(c1)[nH]c1c(N3CCN(Cc4ccccc4)CC3)ncnc12
  0.9, 18, -0.5, -1, -32, -1, -28, -17, 16
> COc1cc(NC(=S)Nc2ccc(Br)cc2Cl)c(OC)cc1Cl
  ·, 1, -0.4, 0, 5, -8, ·, 3, ·
> O=C(Nc1nnc(SCc2ccc(F)cc2)s1)c1ccc2c(c1)C(=O)N(c1ccccc1Cl)C2=O
  3.5, -2, -0.6, 1, -17, -5, -11, ·, 3
> CC(C)NC(=S)N=Nc1c(O)[nH]c2ccc(C(C)C)cc12
  -0.3, -3, -0.5, 1, 8, -2, -1, 15, -7
> CNC(=O)C1CCC(Cn2c(=O)c3sccc3n(CC(=O)NCc3ccccc3)c2=O)CC1 (stereo not drawn)
  1.0, -5, 1.0, 3, -7, -7, ·, 5, -13
> O=Cc1cc(Cl)ccc1OCCN1CCC(Cc2ccccc2)CC1
  0.5, 13, 0.8, 3, -109*, 3, 51*, 28, -19
> COc1cccc(-c2nnc(Nc3nc4c(F)cccc4s3)o2)c1
  0.2, -6, -0.4, 5, 0, 4, -16, 57, 2
> COCCNC(=O)c1ccc(-n2c(-c3ccccc3)cc3c2CCCCC3)cc1
  -0.3, 0, -0.4, 39*, -14, -5, ·, -18, 9
> COc1ccc(Br)cc1CN(C)C(=O)Cc1ccc(S(=O)(=O)N2CCOCC2)s1
  ·, -1, 0.4, 6, 7, -6, ·, 9, ·
> CCOc1cccc2sc(N3CCN(C(=O)C(C)(C)C)CC3)nc12
  -3.2, -6, -0.4, -1, -3, -1, ·, ·, 0
> Cc1ccc(CN2CC(C(=O)Nc3nnc(SCc4c(Cl)cccc4Cl)s3)CC2=O)cc1 (stereo not drawn)
  0.3, -2, 0.1, 2, -2, -5, -4, 8, -2
> COc1ccc2oc(C(=O)OCC(=O)N(C)c3ccccc3)c(C)c2c1
  0.4, -3, -0.2, 5, 5, -8, 0, 9, 12
> COc1ccc(-c2nc(C)c(CCNS(=O)(=O)c3cc(Cl)ccc3Cl)s2)cc1
  -0.3, 2, 0.2, 2, ·, -4, ·, 21, 13
> CC(C)CC(=O)Nc1ccccc1N1CCOCC1
  -0.2, 6, -0.4, 2, 0, -3, 0, 6, 14
> CC(NC(=O)[C@H](C)NC(=O)N1CCn2c1nc1ccccc12)c1ccccc1 (stereo partly drawn)
  0.0, 8, -0.8, 2, 19, 2, -16, 2, 4
> Cc1ccc(S(=O)(=O)NCc2ccc3c(c2)OCO3)cc1C
  -0.9, -4, -0.4, -1, 10, -6, -5, -14, -30
> CCN1CCN(c2ncc3c(n2)CCN(Cc2ccc(OC(C)C)cc2)C3)CC1
  1.2, -2, 0.0, 1, -6, -1, ·, -40*, -5
> CC(=O)Nc1ccc(Cc2ccc3[nH]c(=O)cc(C)c3c2)cc1
  9.6, 4, 1.4, 2, ·, 1, -8, 1, -4
> CCN(C(=O)COC(=O)CCn1c(C)csc1=O)c1c(N)n(Cc2ccccc2)c(=O)[nH]c1=O
  0.7, 0, -0.1, 3, 6, -3, -12, 2, 0
> COc1ccc(CNC(=O)COc2ccc(S(=O)(=O)N3CCOCC3)cc2)cc1
  0.2, -1, -0.2, 4, -17, -7, 0, -12, 4

Single records (already shown). Order of screens: D2 agonist, TRHR PAM, TRHR ag, D1 agonist, RXFP1 antagonist, D1 PAM, D2 antag, D1 antagonist, D2 potentiator
Cc1nc(C)c(-c2csc(Nc3ncccc3C)n2)s1 across the screens: 0.2, 2, -0.4, 0, 2, 6, 11, 1, -7
CCC(C)NC(=O)Cn1cnc2sc(C)c(S(=O)(=O)N3CCN(c4ccccc4OC)CC3)c2c1=O (stereo not drawn) across the screens: 2.7&-0.1, 6&9, 0.3&-0.3, 1&5, -18&-13, 2&-1, -11, -1&2, -2&7
COc1ccc(Cn2c(-c3ccc(OC)cc3)n[nH]c2=S)cc1 across the screens: -1.2, 0, 0.3, 2, -17, 3, -11, 11, -5
COc1ccc(-c2nc(C)c(CCNS(=O)(=O)c3cc(Cl)ccc3Cl)s2)cc1 across the screens: -0.3, 2, 0.2, 2, ·, -4, ·, 21, 13
Cc1ccc(CN2CC(C(=O)Nc3nnc(SCc4c(Cl)cccc4Cl)s3)CC2=O)cc1 (stereo not drawn) across the screens: 0.3, -2, 0.1, 2, -2, -5, -4, 8, -2

Later entries
Order of results: D2 agonist, TRHR PAM, TRHR ag, D1 agonist, RXFP1 antagonist, D1 PAM, D2 antag, D1 antagonist, D2 potentiator
> CCCc1cnc(N2CCN(C(=O)c3ccc(F)cc3)CC2)nc1
  1.3, -6, 0.0, 7, -2, -7, -3, -2, -2
> CS(=O)(=O)N(CC(O)CON=C1c2ccccc2-c2ccccc21)c1ccc(F)cc1 (stereo not drawn)
  0.6, 0, 0.5, 0, 21, -3, -1, -9, 8
> CC(=O)OCC(=O)Nc1ccc([N+](=O)[O-])cc1Cl
  0.6, 4, -0.4, 6, 6, 3, -12, 8, 20
> Clc1ccc(Nc2ccc(-n3ccnc3)nn2)cc1Cl
  0.2, -4, 0.4, 3, -7, -4, 3, -13, -10
> CC(=O)Nc1cccc(S(N)(=O)=O)c1C
  1.3, 11, 0.7, 1, -1, -4, 0, -28, 9
> Cc1ccc(S(=O)(=O)NC(=O)c2cc(C)n(CCCN3CCOCC3)c2C)cc1
  1.1, -1, 0.9, 1, -22, 1, -14, 1, 1
> O=C(NCc1ccc(F)cc1)C1CCC(CNc2c(N3CCCCC3)c(=O)c2=O)CC1 (stereo not drawn)
  0.0, 2, -0.2, 2, -1, 0, -4, 5, 2
> CN(CCN1CCOCC1)Cc1nc(-c2ccc(Cl)cc2)no1
  -0.5, 1, 0.3, 8, -6, -1, -8, -10, -4
> CCSc1nc2c(c(=O)[nH]c(=O)n2C)n1C
  -1.1, 5, 0.2, 3, 4, 11, -4, 1, 7
> CCc1cccc(NC(=O)[C@@H]2CCCN2C2=NS(=O)(=O)c3ccccc32)c1
  -0.1, -3, -0.2, 1, 1, -4, 8, -12, -8
> CCOC(=O)c1c(C)n(C)c2ccc(O)c(CN3CCCCC3)c12
  0.9, -1, 0.2, -1, -6, -1, -13, -7, -4
> CCC(N=c1cc(-c2ccc(OC)c(OC)c2)oc2ccc(C)cc12)C(=O)O (stereo not drawn)
  2.0, -4, 0.1, -1, -3, 2, 11, 6, 17
> O=C(NCCSc1ncc(-c2ccc(F)cc2)[nH]1)c1ccc2c(c1)OCO2
  0.4, -1, -0.1, 1, -16, -4, 7, -8, -10
> Cc1ccc(S(=O)(=O)N2CCOCC2)cc1NC(=O)COC(=O)CNC(=O)c1ccc(C(C)(C)C)cc1
  -0.2, 1, 0.0, 4, 1, -7, -16, 17, -4
> Cc1cccc(-c2ncc(CN3CCN(CC(C)C)C(CCO)C3)cn2)c1 (stereo not drawn)
  -2.7, -3, 0.3, 0, 10, 3, -21, 12, 4
> Cc1ccccc1NC(=O)CSc1nc(-c2cccs2)nc2cc(=O)[nH]n12
  0.2, 4, -0.5, 2, -8, 8, ·, -37*, -3
> COCCNC(=S)N1CCc2cc(OC)c(OC)cc2C1COc1ccc(F)cc1 (stereo not drawn)
  -0.1, -2, 0.7, 3, 7, -6, 2, -25, -1
> CN(Cc1ccccc1)C(=O)c1ccc2c(c1)NC(=O)C(N1CCOCC1)S2 (stereo not drawn)
  0.7, 1, 0.6, 2, -4, -3, 11, -10, -6
> Cc1cc(C)cc(NC(=O)c2ccc(CNc3c(N4CCOCC4)c(=O)c3=O)cc2)c1
  0.1, 4, 0.4, 0, ·, 4, 9, 3, 1
> Cc1ccc(-n2nc3c(c2NC(=O)C(C)C)CS(=O)(=O)C3)cc1
  1.1, 7, 0.1, 1, 7, 8, 28, 11, 6
> Cc1cc(=O)oc2cc(OCC(=O)NCCCN3CCCC3=O)c(Cl)cc12
  0.8, -10, 0.5, 1, -5, 3, -13, 3, 7
> CC(CC(=O)Nc1ccccc1)NCCCN1CCCC1=O (stereo not drawn)
  -0.5, 14, -0.9, 2, -6, -2, 3, 4, 11
> Cc1ccccc1C1CC(c2ccc(F)cc2)Nc2nc(N)nn21 (stereo not drawn)
  6.6, -2, 0.4, -1, ·, 4, 9, 6, -4
> O=C(NNC(=O)c1ccccc1OCc1ccccc1Cl)c1csc(N2CCOCC2)n1
  0.3, -2, -0.2, 1, 8, -1, -8, -10, 9
> O=C(NCc1ccco1)C(=S)N1CCCCC1
  ·, 2, 0.7, 2, 9, -2, ·, 4, ·
> COc1cccc(C(=O)Nc2cccc(SC)c2)c1
  -1.0, -3, -0.7, 1, -4, 5, 10, 3, -8
> O=C(O)CNC(=S)N(Cc1ccc(F)cc1)C1CCCCC1
  0.0, 3, 0.5, 4, -5, -2, 1, -3, -1
> CCOc1ccc(C(C(=O)NC2CCCC2)N(CCOC)C(=O)CNC(=O)c2ccco2)cc1 (stereo not drawn)
  1.6, -1, 0.8, 1, 14, -3, 10, -12, ·
> CC(=O)Nc1cccc(-c2nc3ccc(NC(C)=O)cc3[nH]2)c1
  -0.6, 5, 0.0, 5, 4, -1, 5, 6, 2
> O=C1N=C(N2CCOCC2)S/C1=C/c1cc2c(cc1[N+](=O)[O-])OCO2
  0.3, -3, -0.1, 2, -25, 1, -10, 6, 10
> CCCCc1ccc(NC(=O)CSc2nc(=O)n3cc(C)ccc3n2)cc1
  0.3, -3, -0.2, 2, -5, 9, -1, 11, -5
> Cc1ccc(-n2ncc3c2CC(C)(C)CC3NC(=O)Cc2c(C)noc2C)cc1 (stereo not drawn)
  0.6, 0, -0.8, 1, 1, 7, -6, 2, 3
